Apoferritin bind – candidate novel general anesthetic via apoferritin binding; P02791; apoferritin/1-aminoanthracene competitive binding, fluorescence; Potency, µM (series often up to 77.5 µM), for the others: at the top dose activity change, negative = displacement, actives largely listed as inhibitors; 0.074% of 350,000 active; AID 485281; further: potency means the concentration at half of the fitted maximal effect; on the % scale 0 is the no-effect control and ±100 the full control effect; nearly all actives have a fitted effect of over 20% in size
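In PBS, apoferritin at 10 uM is loaded with 1-AMA from a 50% saturated solution. After 10 min of compound exposure at ambient temperature, reduced 535 nm fluorescence indicates probe displacement.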
Pol iota inh – inhibitors of human DNA polymerase iota. Q9UNA4. Pol iota fluorescent replication assay, 10 min. Potency, µM (doses to about 115 µM), for the others: at the highest dose activity, negative = inhibition, usual class: inhibitors. 1% of 390,000 active. AID 588590; further: potency means the concentration at half of the fitted maximal effect
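Fluorescent replication assay read twice, at 0 min and 10 min after adding 50 nM (final) substrate. Enzyme (10 nM) and compounds were first incubated 15 min at room temperature; enzyme-free buffer wells were negative controls.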
BLM inh – Bloom syndrome helicase (human) inhibition. P54132. recombinant BLM DNA unwinding, fluorescence dequenching. Potency, µM (highest dose often 56.1 µM), for the others: top-dose activity change, negative = inhibition, actives largely listed as inhibitors. 0.2% of 350,000 active;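 further: potency means the concentration at half of the fitted maximal effect; plate controls were vehicle for no effect and no enzyme for full effect; nearly all actives have a fitted effect of over 35% in size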
Target sequence (P54132 whole entry, looked up): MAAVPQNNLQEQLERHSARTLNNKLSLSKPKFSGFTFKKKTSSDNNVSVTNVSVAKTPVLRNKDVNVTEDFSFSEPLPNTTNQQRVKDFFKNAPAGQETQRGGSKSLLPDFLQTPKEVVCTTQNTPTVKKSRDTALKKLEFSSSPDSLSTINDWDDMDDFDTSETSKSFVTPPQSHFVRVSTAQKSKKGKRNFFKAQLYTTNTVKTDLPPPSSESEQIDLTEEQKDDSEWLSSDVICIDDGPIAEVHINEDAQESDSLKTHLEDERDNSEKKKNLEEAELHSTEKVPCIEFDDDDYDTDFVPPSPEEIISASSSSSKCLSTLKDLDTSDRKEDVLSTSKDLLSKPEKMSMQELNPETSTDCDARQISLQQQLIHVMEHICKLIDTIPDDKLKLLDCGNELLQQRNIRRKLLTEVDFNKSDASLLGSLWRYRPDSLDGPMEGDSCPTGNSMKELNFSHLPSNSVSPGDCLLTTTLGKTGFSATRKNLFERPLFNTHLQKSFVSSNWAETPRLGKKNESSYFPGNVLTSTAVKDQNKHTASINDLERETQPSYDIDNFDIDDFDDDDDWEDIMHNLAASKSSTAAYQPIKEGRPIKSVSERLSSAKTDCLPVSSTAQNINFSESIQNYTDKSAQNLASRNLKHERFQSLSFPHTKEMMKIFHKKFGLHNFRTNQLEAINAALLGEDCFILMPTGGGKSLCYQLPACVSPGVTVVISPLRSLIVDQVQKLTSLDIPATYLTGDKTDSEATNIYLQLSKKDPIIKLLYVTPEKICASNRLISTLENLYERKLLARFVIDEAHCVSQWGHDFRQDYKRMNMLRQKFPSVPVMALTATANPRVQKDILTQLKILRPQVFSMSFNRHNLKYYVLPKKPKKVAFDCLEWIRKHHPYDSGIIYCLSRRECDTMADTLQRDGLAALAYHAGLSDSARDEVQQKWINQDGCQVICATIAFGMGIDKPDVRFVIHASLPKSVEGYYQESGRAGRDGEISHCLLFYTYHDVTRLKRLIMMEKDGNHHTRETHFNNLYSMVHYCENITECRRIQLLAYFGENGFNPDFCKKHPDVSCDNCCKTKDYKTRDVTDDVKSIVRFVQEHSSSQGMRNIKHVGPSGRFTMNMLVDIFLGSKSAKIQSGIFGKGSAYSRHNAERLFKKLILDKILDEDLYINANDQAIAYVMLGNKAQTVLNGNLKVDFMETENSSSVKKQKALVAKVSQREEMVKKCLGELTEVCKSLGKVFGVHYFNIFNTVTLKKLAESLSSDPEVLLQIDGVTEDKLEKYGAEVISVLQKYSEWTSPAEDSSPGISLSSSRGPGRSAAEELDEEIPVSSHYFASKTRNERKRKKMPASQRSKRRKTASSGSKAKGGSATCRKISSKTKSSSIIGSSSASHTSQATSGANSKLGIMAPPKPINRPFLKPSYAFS
APEX1 inh – APE1 (human) endonuclease inhibition | AID 2517 | Potency, µM (titrated, usually from 65.8 µM), inactives show at the top dose activity change, negative = inhibition, hits mostly inhibitors | P27695 | recombinant APE1, TAMRA/BHQ-2 abasic DNA cleavage fluorescence | 0.35% of 350,000 active;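 further: potency means the concentration at half of the fitted maximal effect; plate controls were vehicle for no effect and reference inhibitor for full effect; nearly all actives have a fitted effect of over 55% in size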
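Enzyme (0.75 nM final) and test compound are incubated 15 min at room temperature before adding 50 nM quenched THF abasic-site duplex. Cleavage dequenches TAMRA, followed at 525/598 nm over three reads one minute apart.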
Pol eta inh – blocks human DNA polymerase eta activity; Q9Y253; recombinant Pol eta, fluorescent DNA replication assay; Potency, µM (highest dose often 114 µM), inactives show at the highest dose activity change, negative = inhibition, most hits filed as inhibitors; 1.2% of 390,000 active; further: potency means the concentration at half of the fitted maximal effect; on the % scale 0 is the no-effect control and ±100 the full control effect
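Pol eta (10 nM) was preincubated with compounds for 15 min at room temperature, after which fluorescent replication substrate (50 nM final) was added to start the reaction. Fluorescence was read kinetically at 0 and 10 min.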
RXFP1 antag – RXFP1 (human) relaxin receptor antagonism; Q9HBX9; HEK293-RXFP1, relaxin-stimulated cAMP HTRF, 30 min; hits give low values; activity change, negative = inhibition, % at 57.5 µM; 0.59% of 350,000 active; AID 1259400;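 active means activity change of -60% or lower, but not beyond a set lower limit; inconclusive means change between -60% and -40%, or beyond the set limit; inactive means change above -40%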; further: on the % scale 0 is the no-effect control and ±100 the full control effect
PGK inhibitor – inhibitors of T. brucei phosphoglycerate kinase; P07378; PGK/GAPDH coupled, Kinase-Glo luminescence, 60 min; Potency, µM (top dose mostly 57.5 µM), for the others: at the highest dose activity change, negative = inhibition, hits mostly inhibitors; 0.043% of 380,000 active; AID 602233; further: potency means the concentration at half of the fitted maximal effect; on the % scale 0 is the no-effect control and ±100 the full control effect; nearly all actives have a fitted effect of over 60% in size
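Recombinant glycosomal PGK reaction used 1,3-bisphosphoglycerate generated in-well by GAPDH (100nM final) in 100mM TEA pH 7.6, 5mM MgCl2, 0.01% Tween-20. After 60 minutes at room temperature, ATP was read by Kinase-Glo Plus luminescence end-point.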
POLB inh – blocks human DNA polymerase beta activity; AID 485314; Potency, µM (titrated, usually from 114 µM), for the others: at the top dose activity change, negative = inhibition, most hits filed as inhibitors; P06746; Pol beta primer extension/strand displacement, fluorescence kinetic; 1.3% of 340,000 active; further: potency means the concentration at half of the fitted maximal effect; on the % scale 0 is the no-effect control and ±100 the full control effect
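Pol beta (10 nM) and compounds were preincubated 15 min at room temperature, then 50 nM substrate (final) started primer extension/strand displacement. Reads were taken at 0 and 10 min; concentration-response data were fitted to a four-parameter Hill equation.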
POLK inh – inhibitors of human DNA polymerase kappa; 0.53% of 400,000 active; AID 588579; purified Pol kappa, fluorescent DNA synthesis assay, 10 min; Q9UBT6; Potency, µM (doses to about 107 µM), for the others: top-dose activity, negative = inhibition, hits mostly inhibitors; further: potency means the concentration at half of the fitted maximal effect; on the % scale 0 is the no-effect control and ±100 the full control effect
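Here, compound and 10 nM enzyme are combined for 15 min at room temperature; adding 50 nM substrate (final) starts DNA synthesis, tracked by fluorescence at 0 and 10 min against buffer-only wells.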
* hit, by the source's call; i = inactive; u = inconclusive; x = no result given; & = joins results of further samples; [ ] = another dose, or the depositor's remark. Unless noted, the call rests on the fitted dose curve; in most records, active means well fitted curve in the direction sought with a large enough effect; inconclusive means small, poorly fitted or top-dose-only effect, or another doubt; inactive means no such curve, though single readings can be large; an effect the other way counts as inactive or inconclusive.

SMILES	Apoferritin bind	Pol iota inh	BLM inh	APEX1 inh	Pol eta inh	RXFP1 antag	PGK inhibitor	POLB inh	POLK inh
Cc1cc(=O)oc2cc(O)c(N=Nc3ccccc3)cc12	-12%	-4%	-4%	19%	-15%	-3	-2%	26%	12%
CCOC(=O)c1c(C)[nH]c(C)c1S(=O)(=O)N1CCN(c2ccc([N+](=O)[O-])cc2)CC1	-13%	-19%	-2%	10%	-5%	11	1%	21%	-18%
CC1CCCC(NC(=O)Cn2cc(Br)ccc2=O)C1C (stereo not drawn)	x	17%	x	5%	-20%	-1	0%	x	-3%
CCN1CCc2c(sc(NC(=O)c3cc4ccccc4cc3OC)c2C(N)=O)C1	-10%	12%	7%	7%	-11%	-16	i	-9%	-8%
CC(=O)N1CCCC1c1nc2ccccc2n1Cc1c(F)cccc1Cl (stereo not drawn)	-3%	17%	-2%	x	-11%	x	-7%	-28%	1%
COc1ccc(-n2ncc3c2CC(C)(C)CC3NC(=O)c2ccnn2C)cc1 (stereo not drawn)	-11%	24%	-4%	40%[activator]	-23%	-14	9%	12%	3%
Cc1ccccc1Nc1nc(N)nc(COc2ccc(C#N)cc2)n1	-12%	72%[activator]	-1%	-5%	-4%	-8	i	-4%	11%
Cc1cc(NC(=O)C2COc3ccccc3O2)no1 (stereo not drawn)	-17%	-13%	-4%	-5%	-9%	x	-14%	17%	-4%
CCOc1ccccc1CN1CCN(Cc2ccc3cccc(OC)c3n2)CC1CCO (stereo not drawn)	-14%	-38%	2%	57%[activator]	-5%	6	1%	0%	-3%
COc1ccc(C2=Cc3ccc(OC(C)=O)cc3OC2)cc1	x	18%	x	x	-22%	-2	-6%	x	-18%
CC1=C(C(=O)Nc2ccccc2F)C(c2cccs2)NC(=S)N1 (stereo not drawn)	-7%	17%	-2%	7%	-2%	1	i	11%	-21%
COc1ccc(NC(=O)c2cc([N+](=O)[O-])ccc2N2CCN(C)CC2)cc1	-14%	42%[activator]	-3%	0%	-21%	-14	i	7%	11%
Cc1ccc(CN(c2ccc(C(=O)NCc3ccc4c(c3)OCO4)cc2)S(C)(=O)=O)cc1	-1%	-2%	1%	-5%	-13%	-5	i	14%	-8%
CN1CCN(C(=S)c2cn(Cc3cccc(F)c3)c3ccccc23)CC1	u	-5%	-8%	0%	-12%	-1	1%	-1%	-10%
CCOc1ccc(N(C(=O)CC(C)C)S(=O)(=O)c2ccc3c(c2)oc(=O)n3C)cc1	-11%	-16%	-7%	x	x	-12	x	2%	-24%
CN1CCN(c2ncccc2S(=O)(=O)N2CCCCC2)CC1	-1%	12%	2%	4%	-18%	x	-10%	-1%	-13%
O=C(NCCCN1CCN(c2cccc(Cl)c2)CC1)c1nnc(Cc2ccc(F)cc2Cl)o1	-2%	9%	-6%	x	-21%	-20	6%	u	-6%
Cc1cccc(C(=O)NCC(=O)N2CCN(S(=O)(=O)c3ccccc3)CC2)c1	x	-19%	x	-6%	u	-5	-6%	x	-6%
CCCCS(=O)CC(O)CSc1nc(-c2ccc(OC)cc2)cc(-c2ccccc2)c1C#N (stereo not drawn)	-10%	14%	-5%	x	-24%	-8	i	17%	1%
CN1C2CCC1CC(OC(=O)c1c[nH]c3ccccc13)C2 (stereo not drawn)	-9%	-7%	-9%&112%	19%&-1%&-3%&-2%	5%	-6	0%&-3%	16%[57.1 µM]	8%[60.1 µM]
COc1ccc(OC)c(NC(=O)c2cnn(-c3ccccc3Cl)c2NC(=O)c2ccco2)c1	-10%	47%[activator]	-9%	-1%	-4%	4	-8%	20%	-3%
Cc1cc(-c2ccccc2)nc2[nH]n(-c3ccccc3)c(=O)c12	-17%	12%	-1%	-1%	0%	-3	14%	11%	-10%
NS(=O)(=O)c1cc2c(cc1Cl)NCNS2(=O)=O	4%	12%	0%	-3%	-22%	5	7%	-10%	3%[60.1 µM]
CCc1ccccc1NC(=O)C(=O)NCCCN1CCOCC1	2%	13%	-7%	x	-7%	x	2%	14%	-5%
Cc1ccc2nc(NC3=NCN(Cc4cccnc4)CN3)nc(C)c2c1	-1%	2%	103%[activator]	1%	1%	7	-4%	-4%	-7%

Additional structures:
SMILES	Apoferritin bind	Pol iota inh	BLM inh	APEX1 inh	Pol eta inh	RXFP1 antag	PGK inhibitor	POLB inh	POLK inh
CCCc1cc(=O)oc2cc(OC(C)C(=O)NCc3ccccn3)c(Cl)cc12 (stereo not drawn)	-7%	21%	2%	52%[activator]	-11%	11	-1%	-19%	13%
CCCOc1ccc(NC(=O)C2CC(=O)N/C(=N/N=C(\C)CCc3ccc4c(c3)OCO4)S2)cc1 (stereo not drawn)	-23%	10%	-2%	-4%	-21%	-12	-1%	11%	-6%
CN1C(c2ccccc2)CCOS1(=O)=O (stereo not drawn)	-12%	24%	2%	18%	-16%	x	-3%	10%	-1%
COc1ccccc1CN1CC(=O)N2CSC[C@H]2C1=O	-13%	12%	0%	-13%	-16%	10	-7%	13%	-12%
O=C(NCCSCc1ccco1)c1ccc(=O)[nH]c1	8%	50µM*	-8%	36%	-20%	-8	0%	-7%	-38%
O=C(COC(=O)c1ccncc1)NCCCc1ccccc1	-3%	27%	-2%	u	-20%	-2	-7%	5%	-3%
Cc1ccc(-c2nnc3n2N=C(c2ccc(Br)cc2)CS3)cc1	-15%	-25%	-4%	-2%	-5%	-9	i	-1%	-4%
COc1cccc(OCc2nnc(SCC(=O)NCc3ccco3)n2C)c1	-10%	2%	-3%	0%	-2%	-5	-2%	-10%	-14%
Cc1ccc(C)c(NC(=O)CCCCCN2C(=O)[C@@H]3Cc4ccccc4CN3C2=O)c1	2%	29%	-1%	-11%	-3%	15	0%	22%	-3%
O=C(CCCN1C(=O)c2ccccc2C1=O)Oc1ccc(F)cc1	-5%	2%[58.9 µM]	-3%	-3%	-1%	-9	0%	11%	-10%
O=C(NCN1CCc2ccccc2C1)c1ccccc1	-10%	14%	-3%	-4%	-11%	12	3%	3%	-11%
CCOC(=O)c1cccc(NC(=O)CSc2nnc(COc3ccc(Cl)cc3)o2)c1	-12%	-5%	2%	1%	-7%	4	-5%	-15%	-6%
CCOC(=O)N1CCN(c2ccc(S(=O)(=O)N3CCC(C)CC3)cc2[N+](=O)[O-])CC1	x	-3%	x	8%	-13%	7	9%	x	-15%
O=c1[nH]cc(S(=O)(=O)N2CCN(c3cccc(C(F)(F)F)c3)CC2)c(=O)[nH]1	x	17%	x	-3%	-13%	0	-16%	x	7%
CCN(C(=O)Cn1c(SCC(=O)Nc2ccc(OC)cc2)nc2ccccc21)c1cccc(C)c1	55%[activator]	-15%	-6%	x	-5%	-11	-6%	-26%	-2%[60.1 µM]
O=S(=O)(c1ccc(F)cc1)N(CCO)CC(O)Cn1c2ccccc2c2ccccc21 (stereo not drawn)	-20%	-7%[58.9 µM]	-11%	-6%	-21%	-29	2%	u	-20%
O=C(Nc1cc2c(cc1Cl)OCCO2)c1ccco1	-10%	14%	2%	5%	-4%	29	-1%	2%	-22%
O=C(NC(Cc1ccccc1)C(=O)O)/C(=C\c1ccccc1)NC(=O)c1ccc(Br)o1 (stereo not drawn)	-1%	-26%	-13%	-4%	-4%	-1	7%	26%	4%
CC(CC1CC(C)(C)OC1=O)C(=O)Nc1ccc([N+](=O)[O-])cc1 (stereo not drawn)	-7%	16%	3%	5%	-7%	19	-10%	50%	-14%
CCOc1ccc(NC(=O)COC(=O)CN2CCCCCC2=O)cc1	x	105%[activator]	x	22%	-16%	-9	3%	x	0%
c1ccc(-c2ccc(OCCN3CCCC3)cc2)cc1	-9%	x	-10%	11%	x	x	x	x	14%[60.1 µM]

Ten of the compounds above, with values under each structure:
Below each compound – Apoferritin bind, Pol iota inh, BLM inh, APEX1 inh, Pol eta inh, RXFP1 antag, PGK inhibitor, POLB inh, POLK inh
CCOC(=O)c1cccc(NC(=O)CSc2nnc(COc3ccc(Cl)cc3)o2)c1
    -12%, -5%, 2%, 1%, -7%, 4, -5%, -15%, -6%
CCOC(=O)N1CCN(c2ccc(S(=O)(=O)N3CCC(C)CC3)cc2[N+](=O)[O-])CC1
    x, -3%, x, 8%, -13%, 7, 9%, x, -15%
O=c1[nH]cc(S(=O)(=O)N2CCN(c3cccc(C(F)(F)F)c3)CC2)c(=O)[nH]1
    x, 17%, x, -3%, -13%, 0, -16%, x, 7%
CCN(C(=O)Cn1c(SCC(=O)Nc2ccc(OC)cc2)nc2ccccc21)c1cccc(C)c1
    55%[activator], -15%, -6%, x, -5%, -11, -6%, -26%, -2%[60.1 µM]
O=S(=O)(c1ccc(F)cc1)N(CCO)CC(O)Cn1c2ccccc2c2ccccc21 (stereo not drawn)
    -20%, -7%[58.9 µM], -11%, -6%, -21%, -29, 2%, u, -20%
O=C(Nc1cc2c(cc1Cl)OCCO2)c1ccco1
    -10%, 14%, 2%, 5%, -4%, 29, -1%, 2%, -22%
O=C(NC(Cc1ccccc1)C(=O)O)/C(=C\c1ccccc1)NC(=O)c1ccc(Br)o1 (stereo not drawn)
    -1%, -26%, -13%, -4%, -4%, -1, 7%, 26%, 4%
CC(CC1CC(C)(C)OC1=O)C(=O)Nc1ccc([N+](=O)[O-])cc1 (stereo not drawn)
    -7%, 16%, 3%, 5%, -7%, 19, -10%, 50%, -14%
CCOc1ccc(NC(=O)COC(=O)CN2CCCCCC2=O)cc1
    x, 105%[activator], x, 22%, -16%, -9, 3%, x, 0%
c1ccc(-c2ccc(OCCN3CCCC3)cc2)cc1
    -9%, x, -10%, 11%, x, x, x, x, 14%[60.1 µM]

Some of the compounds tested; count on the stated rates, not on these rows.
